Screens (PubChem BioAssay)
TrxR1 substrate: substrates of rat thioredoxin reductase 1; Potency, µM (titrated, usually from 114 µM), without a hit: at the top dose activity change, negative = substrate turnover; purified TrxR1 substrate turnover, NADPH consumption readout; O89049; 390,000 tested, 0.01% active; note: potency is the fitted concentration of half-maximal effect; % is set by controls: 0 for no effect and ±100 for the full control effect; nearly all actives have a fitted effect of over 50% in size
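Rat TrxR1, dispensed at 90 nM, was prereduced with 400 uM NADPH (final) for 5 min at ~22 deg C, then incubated with compound 15 min before 400 uM selenite. A first-read NADPH fluorescence drop versus no-compound background flagged substrates.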
D2 ag: agonists of human D2 dopamine receptor. activation, % at 2 µM. 340,000 tested, 0.53% active. HEK293 T-REx D2 cells, calcium flux agonist mode. AID 485358. P14416;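 active = activation over 3 SD above normal in the single-dose calcium agonist read, cut at about 30% in these data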; note: 0% is about no effect
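Tetracycline-induced HEK293 T-REx cells with force-coupled D2 receptor, plated overnight at 30 C, loaded with no-wash calcium dye. After a 10 s baseline, compound was pin-added and calcium flux read kinetically for 180 s; calcium rises flagged agonists.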
D2 antagonist: antagonizes the human D2 dopamine receptor. P14416. HEK293 TREx D2 cells, calcium flux, dopamine EC80. inhibition, % at 10 µM. 340,000 tested, 2% active. AID 485344; in the data active = inhibition above about 30%; note: 0% is about no effect
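Tetracycline-induced HEK293 TREx cells expressing D2 receptor forced-coupled to calcium signalling, loaded with no-wash calcium dye. Compounds added and calcium flux read 180 s, then dopamine added at EC80 and read a further 180 s.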
TRHR PAM: allosterically enhances the human TRH receptor | enhancement, % at 2 µM | TRHR cells, fluo-8 calcium fluorescence, EC20 TRH enhancement | AID 493056 | 360,000 tested, 0.66% active | P34981; in the data active = enhancement above about 30%; note: 0% is about no effect
Target sequence (P34981 whole entry, looked up): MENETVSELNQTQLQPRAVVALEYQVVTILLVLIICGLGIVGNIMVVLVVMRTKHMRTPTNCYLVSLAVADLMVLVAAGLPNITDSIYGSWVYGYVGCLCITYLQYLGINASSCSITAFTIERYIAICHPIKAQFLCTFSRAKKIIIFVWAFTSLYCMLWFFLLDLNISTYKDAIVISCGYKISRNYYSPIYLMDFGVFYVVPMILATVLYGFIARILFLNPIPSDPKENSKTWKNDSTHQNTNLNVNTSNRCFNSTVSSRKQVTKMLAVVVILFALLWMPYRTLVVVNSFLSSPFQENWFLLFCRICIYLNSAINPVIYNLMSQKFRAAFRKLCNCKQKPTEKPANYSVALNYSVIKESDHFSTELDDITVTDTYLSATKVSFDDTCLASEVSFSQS
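Enhancer read-out: after compound pinning and an initial kinetic agonist-mode read, an EC20 of TRH (10 nM final) was injected and fluo-8 calcium signal (Ex 480/Em 530) followed at 1 s/cycle for 100 cycles in TRHR-expressing cells.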
rTrxR1 inhibitor: inhibitors of rat thioredoxin reductase 1. Potency, µM (top dose mostly 114 µM), without a hit: top-dose activity change, negative = inhibition, actives largely listed as inhibitors. recombinant rTrxR1, NADPH fluorescence consumption, selenite substrate. 390,000 tested, 1% active. O89049; note: potency is the fitted concentration of half-maximal effect; % is set by controls: 0 for no effect and ±100 for the full control effect; nearly all actives have a fitted effect of over 65% in size
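Rat TrxR1 (90 nM in the dispensed reagent) was pre-reduced with 400 uM NADPH for 5 min at room temperature, then incubated with compound for 15 min. After 400 uM selenite was added, NADPH fluorescence (Ex 340/Em 450 nm) was followed for 8 min.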
Pin1 inh: blocks the human prolyl isomerase Pin1. Q13526. Pin1 FP peptide displacement, HiFluor488, 10 min. Potency, µM (titrated, usually from 115 µM), for inactives: at the top dose activity, negative = inhibition, hits mostly inhibitors. 390,000 tested, 0.009% active; active = well fitted inhibition curve with a large enough effect in the polarisation, with a control signal flat, not every such curve was filed as active; inconclusive = small, poorly fitted or top-dose-only effect, or effect the other way, or a change in a side signal; inactive = no such curve, though single readings can be large or run the other way; the % refers to the polarisation; note: potency is the fitted concentration of half-maximal effect; % is set by controls: 0 for no effect and ±100 for the full control effect
Target sequence (Q13526 whole entry, looked up): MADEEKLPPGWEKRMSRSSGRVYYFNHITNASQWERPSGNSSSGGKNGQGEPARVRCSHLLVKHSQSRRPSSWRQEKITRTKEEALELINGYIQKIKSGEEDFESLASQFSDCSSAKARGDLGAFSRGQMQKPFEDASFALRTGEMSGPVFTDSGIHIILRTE
mIDH1 inhibitor: blocks human mutant IDH1 R132H enzyme | Potency, µM (top dose mostly 76.6 µM), for inactives: at the highest dose activity change, negative = inhibition, most hits filed as inhibitors | O75874 | 390,000 tested, 0.093% active | IDH1-R132H enzyme, NADPH consumption, diaphorase/resazurin fluorescence; note: potency is the fitted concentration of half-maximal effect; % is set by controls: 0 for no effect and ±100 for the full control effect; nearly all actives have a fitted effect of over 65% in size
Target sequence (O75874 whole entry R132H, stated change not applied): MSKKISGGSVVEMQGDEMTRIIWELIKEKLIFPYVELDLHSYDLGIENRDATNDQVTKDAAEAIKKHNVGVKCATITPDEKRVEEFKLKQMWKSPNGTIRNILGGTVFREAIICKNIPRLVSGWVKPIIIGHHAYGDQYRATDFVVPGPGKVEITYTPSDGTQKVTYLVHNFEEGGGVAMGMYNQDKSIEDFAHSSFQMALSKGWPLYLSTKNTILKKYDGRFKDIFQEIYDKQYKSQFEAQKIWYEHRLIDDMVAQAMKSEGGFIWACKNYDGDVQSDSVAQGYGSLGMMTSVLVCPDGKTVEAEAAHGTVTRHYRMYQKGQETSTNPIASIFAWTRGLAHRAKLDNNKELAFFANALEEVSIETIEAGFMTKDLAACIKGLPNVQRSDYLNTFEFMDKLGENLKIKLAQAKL
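IDH1-R132H (0.5 ug/mL dispensed) in pH 7.5 Tris buffer was preincubated 30 min with compound, then given a substrate mix of 0.016 mM NADPH and 2 mM alpha-KG for 80 min at room temperature; remaining NADPH was read by diaphorase/resazurin fluorescence.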
TRHR ag: agonists of human TRH receptor; activation, % at 2 µM; TRHR cells, calcium flux fluo-8, FDSS agonist mode; 360,000 tested, 0.18% active; AID 493084; P34981; in the data active = activation above about 30%; note: 0% is about no effect
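TRHR-expressing cells, plated overnight in medium with 10% serum, were loaded with fluo-8 calcium dye at room temperature. After a 10 s baseline, library compound was pin-added and calcium release was recorded kinetically (ex 480/em 530) as agonist response.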
USP1-UAF1 inh: inhibitors of human USP1/UAF1 deubiquitinase; O94782; recombinant USP1/UAF1, Ub-Rhodamine cleavage fluorescence; Potency, µM (titrated, usually from 57.1 µM), without a hit: at the top dose activity change, negative = inhibition, most hits filed as inhibitors; 390,000 tested, 0.23% active; AID 743255; note: potency is the fitted concentration of half-maximal effect; % is set by controls: 0 for no effect and ±100 for the full control effect; nearly all actives have a fitted effect of over 60% in size; inactives centre near -12
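USP1/UAF1 complex at 1 nM was preincubated with compound for 15 min at room temperature, then Ub-Rho substrate (150nM final) was added. Fluorescence (480/540 nm) was read kinetically, 6 reads every 60 seconds.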
* marks the source's active call; other numbers are inactive results; ? = inconclusive; . = no result given; [ ] = another dose, or the depositor's remark. Unless noted, calls come from the whole dose curve; as a rule, active = well fitted inhibition curve with a large enough effect; inconclusive = small, poorly fitted or top-dose-only effect; inactive = no such curve, though single readings can be large or run the other way.

nr	compound	D2 ag	TRHR PAM	mIDH1 inhibitor	USP1-UAF1 inh	rTrxR1 inhibitor	TrxR1 substrate	D2 antagonist	Pin1 inh	TRHR ag
1	O=C(C[C@@H]1C/C=C/CCCC(=O)O[C@H](c2ccccc2)CNC1=O)NCCO	.	.	-6%	?	21%	5%	.	-9%	.
2	COc1ccc(/C=C(\C#N)C(=O)Nc2ccc3[nH]c(=O)[nH]c3c2)cc1	1.4	1	15%	2%	24%	11%	3	5%	-0.1
3	Fc1ccc(-c2nc3ccccc3c3nc4ccccc4n23)cc1	-1.2	-4	-1%	-16%	32%	44%[activator]	-2	-1%	-1.2
4	CC1(C)CC(=O)C(C2NCCc3ccccc32)=C(O)C1 (stereo unspecified)	0.7	0	4%	-4%	0%	0%	1	0%	0.7
5	Cc1oc(-c2cccc(Cl)c2)nc1CS(=O)(=O)CC(=O)NCCN1CCCC1	-0.6	4	-8%	-21%	-3%[57.1 µM]	7%[57.1 µM]	-11	0%	0.0
6	O=C(NCC1CCCO1)c1cc([N+](=O)[O-])ccc1N1CCC(Cc2ccccc2)CC1 (stereo unspecified)	0.8	-4	0%	-22%	9%	-7%	0	1%	3.0
7	Cc1nc2cc3c(cc2s1)OCO3	0.0	3	3%	11%	-5%[57.1 µM]	7%[57.1 µM]	-6	-1%	-0.2
8	CCOc1ccc(S(=O)(=O)N2CCN=C2Cc2ccccc2)cc1C	-0.8	0	2%	-25%	15%[57.1 µM]	6%[57.1 µM]	-13	-1%	-0.5
9	Cc1ccc(OCC(=O)Nc2ccc3c(c2)OCO3)c([N+](=O)[O-])n1	.	-9	23%	-23%	-8%[57.1 µM]	3%[57.1 µM]	.	-1%	0.1
10	COC(=O)Cc1c(C)c2ccc(OCC(=O)NC3CCS(=O)(=O)C3)cc2oc1=O (stereo unspecified)	-0.4	-6	-7%	-23%	18%	237%[activator]	-11	-1%	0.1
11	O=C(Nc1ccc(NC(=O)C2CCCN2C(=O)OCc2ccccc2)cc1)c1ccco1 (stereo unspecified)	0.2	12	-3%	3%	-6%[57.1 µM]	-6%	7	-3%	-2.2
12	CCN(CC)S(=O)(=O)c1cc(NC(=O)C(C)OC(=O)c2[nH]c(C)c(C(C)=O)c2C)ccc1C (stereo unspecified)	0.8	-7	3%	-21%	8%	-3%	20	35%[activator]	2.0
13	O=C(c1cc2ccccc2c(=O)o1)N1CCc2ccccc2C1	0.1	-5	-3%	-2%	-11%	-6%	1	-2%	0.4
14	N#CCc1c(C#N)c(N)nc(N2CCCC(CO)C2)c1C#N (stereo unspecified)	0.8	20	3%	-17%	-3%[57.1 µM]	2%[57.1 µM]	0	19%	0.1
15	C/C(=N\N1CCN(C2c3ccccc3-c3ccccc32)CC1)c1cccnc1	0.4	3	2%	-7%	10%[57.1 µM]	-1%	-14	-11%	0.2
16	COc1cc(NC(=O)c2ccccc2)c(OC)cc1NC(=O)CN1C(=O)N(C)C2(CCCCC2)C1=O	-0.6	-2	1%	-22%	1%	-4%	5	-5%	-0.3
17	O=C(NCc1ccco1)c1ccc(S(=O)(=O)N2CCOCC2)cc1	1.0	1	-1%	-13%	9%[57.1 µM]	12%[57.1 µM]	0	-4%	0.3
18	CCNC(=O)/C(C#N)=C/c1c(N2CCN(c3cccc(Cl)c3)CC2)nc2c(C)cccn2c1=O	0.1	-18	12%	-11%	18%	7%	-12	7%	-1.1
19	O=C(Nc1ccccc1)N(CCCN1CCOCC1)Cc1ccccc1F	0.5	-2	1%	-21%	-20%	0%	7	-11%	0.2
20	CNC(=S)N/N=C/c1c(C)nn(-c2ccccc2)c1Cl	0.6	-4	-1%	3%	7%	1%	-12	-7%	-1.4
21	CCN(CC)CC(O)CN(c1ccccc1)S(=O)(=O)c1ccc2ccccc2c1 (stereo unspecified)	0.2	4	1%	-6%	3%[57.1 µM]	6%[57.1 µM]	-16	6%	1.6
22	Cc1coc2cc3oc(=O)c(CCC(=O)NCCCN4CCCC4=O)c(C)c3cc12	.	0	-1%	-9%	8%[57.1 µM]	26%[57.1 µM]	.	4%	0.2
23	CCC(C)C(=O)Nc1nnc(SCC(=O)NC(C)(C)C)s1 (stereo unspecified)	-0.5	10	-14%	-2%	8%	2%	-9	1%	-0.9
24	O=C(O)c1cccc2c1C(=O)c1ccc(N3CCCCC3)cc1S2(=O)=O	1.1	2	12%	?	-3%	-13%	6	?	5.2
25	O=C(CSCc1ccc([N+](=O)[O-])cc1)N/N=C/c1ccncc1	1.2	-1	2%	0%	13%[57.1 µM]	2%	-18	-13%	0.0
26	O=c1ccc2cc(S(=O)(=O)NCCCc3ccccc3)ccc2[nH]1	-0.5	13	-9%	-20%	-1%	-2%	-5	3%	-0.4
27	Cc1ccccc1-c1cc(-c2ccccc2O)on1	-0.2	1	14%	-24%	14%	11%	6	2%	0.1
28	CC(OC(=O)c1ccc(NS(=O)(=O)c2ccc3[nH]c(=O)[nH]c3c2)cc1)C(=O)Nc1ccc(Cl)cc1 (stereo unspecified)	0.5	1	-30%	-5%	-2%	-11%	-2	-22%	0.7
29	Cc1nn(CC(=O)Nc2ccc3c(c2)nc(CN2CCCCC2)n3C)c(=O)c2ccccc12	0.8	-4	2%	-14%	4%[57.1 µM]	6%[57.1 µM]	-7	-2%	-0.2
30	Cc1ccc(CN(C)C(=O)c2ccc(S(=O)(=O)N3CCCCCC3)cc2)o1	-0.8	-3	-9%	-13%	-8%[57.1 µM]	10%[57.1 µM]	-5	-8%	0.0
31	CS(=O)(=O)Nc1nnc(Cc2ccccc2)s1	-2.3	4	0%	-23%	10%[57.1 µM]	10%[57.1 µM]	-3	-4%	-1.3
32	Cc1ccc(OCCC(=O)NCCc2ccc(S(N)(=O)=O)cc2)cc1	-0.5	15	1%	-5%	-7%	-6%	-21	2%	0.7
33	CCN(CC(=O)Nc1ccc2c(c1)OCCO2)C(=O)/C=C/c1cccc(Br)c1	-0.3	-3	10%	-16%	-4%	-6%	-2	-2%	-0.1
34	Cc1cccc(C(=O)N2CCCC(N3CCN(Cc4ccc5c(c4)OCO5)CC3)C2)n1 (stereo unspecified)	1.3	3	-16%	-1%	-6%	-10%	-8	0%	-0.1
35	O=C(CSc1nc2ccc(Nc3nc(N4CCOCC4)nc(N4CCOCC4)n3)cc2s1)Nc1ccccc1F	-1.6	-8	-11%	-29%	19%	2%	6	5%	0.7
36	O=C(CCS(=O)(=O)c1ccc2c(c1)NC(=O)CS2)NCc1ccccc1Cl	-0.4	26	1%	-21%	12%	0%	-1	-1%	-0.1
37	CC(C)NC(=O)CSCc1cccc(Br)c1	0.0	0	4%	-15%	11%	7%	14	-2%	0.3
38	COc1ccc(C(=O)C(C)Oc2cccc(NC(=O)c3cccc([N+](=O)[O-])c3)c2)cc1 (stereo unspecified)	3.2	0	1%	-8%	-7%	-16%	-10	-10%	1.3
39	O=S(=O)(NCc1ccco1)c1ccc(Cl)cc1Cl	-0.5	0	3%	-14%	?	1%	-13	0%	-0.4
40	CC(=O)c1ccc(OCCCC(=O)N2CCN(S(=O)(=O)c3cc(C)ccc3C)CC2)cc1	-0.4	-3	-1%	-17%	-3%	-5%	4	2%	-0.5
41	O=[N+]([O-])c1ccc2c(c1)nc1n2CCN(c2ccccc2)C1	-0.3	1	0%	-24%	?	-5%	-6	1%	-0.1
42	COc1ccc(-c2csc(NC(=O)Nc3ccccc3)n2)cc1	.	16	-4%	-3%	21%	1%	.	-3%	1.7

10 entries already listed, ordered by molecular weight, lowest first.
nr	compound	D2 ag	TRHR PAM	mIDH1 inhibitor	USP1-UAF1 inh	rTrxR1 inhibitor	TrxR1 substrate	D2 antagonist	Pin1 inh	TRHR ag
41	O=[N+]([O-])c1ccc2c(c1)nc1n2CCN(c2ccccc2)C1	-0.3	1	0%	-24%	?	-5%	-6	1%	-0.1
37	CC(C)NC(=O)CSCc1cccc(Br)c1	0.0	0	4%	-15%	11%	7%	14	-2%	0.3
39	O=S(=O)(NCc1ccco1)c1ccc(Cl)cc1Cl	-0.5	0	3%	-14%	?	1%	-13	0%	-0.4
42	COc1ccc(-c2csc(NC(=O)Nc3ccccc3)n2)cc1	.	16	-4%	-3%	21%	1%	.	-3%	1.7
26	O=c1ccc2cc(S(=O)(=O)NCCCc3ccccc3)ccc2[nH]1	-0.5	13	-9%	-20%	-1%	-2%	-5	3%	-0.4
38	COc1ccc(C(=O)C(C)Oc2cccc(NC(=O)c3cccc([N+](=O)[O-])c3)c2)cc1 (stereo unspecified)	3.2	0	1%	-8%	-7%	-16%	-10	-10%	1.3
34	Cc1cccc(C(=O)N2CCCC(N3CCN(Cc4ccc5c(c4)OCO5)CC3)C2)n1 (stereo unspecified)	1.3	3	-16%	-1%	-6%	-10%	-8	0%	-0.1
40	CC(=O)c1ccc(OCCCC(=O)N2CCN(S(=O)(=O)c3cc(C)ccc3C)CC2)cc1	-0.4	-3	-1%	-17%	-3%	-5%	4	2%	-0.5
28	CC(OC(=O)c1ccc(NS(=O)(=O)c2ccc3[nH]c(=O)[nH]c3c2)cc1)C(=O)Nc1ccc(Cl)cc1 (stereo unspecified)	0.5	1	-30%	-5%	-2%	-11%	-2	-22%	0.7
35	O=C(CSc1nc2ccc(Nc3nc(N4CCOCC4)nc(N4CCOCC4)n3)cc2s1)Nc1ccccc1F	-1.6	-8	-11%	-29%	19%	2%	6	5%	0.7

A portion of the library. The share of hits here may be higher or lower than overall.
